Bioassay records as filed in PubChem.
PhoP inhibition: inhibitors of PhoP regulon expression, primary screen, Salmonella Typhimurium, GFP reporter (AID 1863); 0.16% of 300,000 active; S. Typhimurium PhoP-regulated promoter GFP reporter, 4 h; higher % means a stronger effect; inhibition, % at 50 µM; hits with a dose series show IC50 in µM;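 active means inhibition over 29.93%, a cutoff 3 SD above the screen mean, later confirmed by dose response; inconclusive means inhibition over 29.93% but no dose response follow-up; inactive means inhibition at most 29.93% or unconfirmed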;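 further: 0% = low Mg2+ inducing control and 100% = high Mg2+ repressing control; strong numbers were not always called active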
HIV peptide binding: cell-free HIV fusion peptide-binding blockers – biochemical, uHTS, fluorescence dequenching, primary screen (AID 1986). cell-free peptide binding, fluorescence dequenching, 30 min; higher % means a stronger effect. 0.3% of 290,000 active. inhibition, % at 20 µM, or IC50 in µM where a hit was titrated; in the data active means inhibition mostly above about 52%, no sharp cut-off; inactive means mostly below about 76%; further: some results filed as inactive read as strong as hits
MgcRacGAP inhibition: MgcRacGAP GTPase-activating activity inhibitors, confirmation, biochemical, ADP Hunter fluorescence; 0.6% of 340,000 active; AID 624330; MgcRacGAP-stimulated Rac1 GTP hydrolysis, ADP Hunter fluorescence; higher % means a stronger effect; GST-tagged Rac1 F28L mutant substrate; inhibition, % at 30 µM, or IC50 in µM where a hit was titrated;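 active means first-screen hits whose inhibition reached a set limit at any dose in the follow-up dose series; inconclusive means inhibition above the set first-screen limit but never retested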;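 further: fluorescence reports GDP produced by GAP-driven GTP hydrolysis; strong numbers were not always called active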
GPR55 antagonists: GPR55 antagonists blocking LPI-driven arrestin recruitment, primary screen, imaging, U2OS, beta-arrestin-GFP, LPI agonist (AID 2013); U2OS GPR55 beta-arrestin-GFP translocation imaging, LPI antagonism; higher % means a stronger effect; one-dose inhibition, % at 10 µM; IC50 in µM for titrated hits; 0.13% of 290,000 active;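 active means spots per cell inhibited over 60%, with over 100 cells counted and total cytoplasm intensity under 500,000; inconclusive means wells with under 100 cells, flagged as likely toxic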;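 further: U2OS cells stably carrying GPR55 and arrestin-GFP stimulated by 5 µM LPI near EC80; imaged beta-arrestin-GFP aggregate spots per cell after agonist stimulation; plate controls were LPI-stimulated DMSO wells for no effect and DMSO wells without LPI for full effect; some results filed as inactive read as strong as hits; confirmed hits need IC50 under 10 µM and bright autofluorescent wells are also inconclusive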
NTR1 ag: agonists of NTR1, primary screen, imaging, U2OS cells, beta-arrestin-GFP, high content (AID 493036). P30989. NTR1-U2OS beta-arrestin-GFP spot imaging, agonist mode. activation, % at 20 µM. 0.17% of 330,000 active;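 active means activation at or above 40% of the spot to cytoplasm intensity ratio, with at least 20 cells analyzed; inconclusive means wells under 20 cells, flagged as cytotoxic or low count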;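 further: 0% = DMSO without peptide and 100% = 100 nM NTR1 peptide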
Target sequence (P30989 whole entry, looked up): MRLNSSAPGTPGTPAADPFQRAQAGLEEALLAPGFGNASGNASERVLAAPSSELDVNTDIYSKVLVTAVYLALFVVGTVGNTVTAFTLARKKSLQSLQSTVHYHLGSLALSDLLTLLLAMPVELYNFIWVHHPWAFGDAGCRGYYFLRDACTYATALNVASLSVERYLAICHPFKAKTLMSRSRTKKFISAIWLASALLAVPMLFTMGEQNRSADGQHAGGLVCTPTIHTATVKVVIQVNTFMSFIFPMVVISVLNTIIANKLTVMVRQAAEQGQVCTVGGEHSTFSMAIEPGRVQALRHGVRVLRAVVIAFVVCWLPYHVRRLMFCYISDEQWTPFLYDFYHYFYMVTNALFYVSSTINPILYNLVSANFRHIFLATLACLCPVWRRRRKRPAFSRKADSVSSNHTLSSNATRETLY
GPR35 arrestin U2OS: inhibition of zaprinast-stimulated GPR35 beta-arrestin translocation – imaging, U2OS, beta-arrestin-GFP, zaprinast agonist, primary screen (AID 2058). U2OS GPR35 beta-arrestin-GFP translocation imaging, zaprinast antagonism; higher % means a stronger effect. inhibition, % at 10 µM; hits with a dose series show IC50 in µM. 0.052% of 290,000 active;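 active means inhibition of at least 50% with at least 30 cells and total cytoplasm GFP at most 10,000,000; inconclusive means under 30 cells or total GFP of 10,000,000 plus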
Myeloid diff 2: compounds promoting myeloid differentiation; ER-HoxA9 myeloid progenitors, lysozyme-GFP differentiation, flow cytometry; calls only at 10 µM; 1% of 360,000 active;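 active means normalized GFP-positive differentiation at or above the plate's own cutoff, the solvent-only control mean plus 3 SD; inconclusive means no clear call, values can overlap the other calls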;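 further: cells exposed to compound for four days before flow analysis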
LYP phosphatase: inhibitors of LYP phosphatase, biochemical, fluorescence intensity, uHTS (AID 1779) | inhibition, % at 11.5 µM; hits with a dose series show IC50 in µM | recombinant LYP phosphatase, fluorescence intensity; higher % means a stronger effect | 0.054% of 290,000 active; in the data active means inhibition above about 50%;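 further: plate controls were vehicle with enzyme for no effect and no enzyme for full effect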
Siah-1 displacement: Siah-1 peptide-binding antagonists, primary screen, biochemical, fluorescence polarization, rhodamine-plectin, uHTS (AID 1817); 0.02% of 290,000 active; Siah-1 / rhodamine-plectin peptide fluorescence polarization; higher % means a stronger effect; displacement, % at 20 µM, or IC50 in µM where a hit was titrated;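 active means displacement of at least 50% at 20 µM, with a fluorescence ratio check between 0.3 and a set limit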;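 further: plate controls were Siah plus tracer with DMSO for no effect and tracer alone without Siah for full effect; strong numbers were not always called active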
NTR1 ag cell count 20 µM: recorded beside NTR1 ag, whose call it bears; cell count; measured here: cell count, cytotoxicity flag
Myeloid diff 2 GFP+ MAC1+ %: recorded beside Myeloid diff 2, whose call it bears; GFP+ MAC1+ double positive, %; measured here: differentiation confirmed by MAC1 staining
Active calls of the source: *; i = inactive; ? = inconclusive; · = no result given.

[1] Cc1ccccc1C(=O)Nc1nnc(-c2ccco2)s1
[2] CC(NC(=O)Nc1ccccc1)C(c1ccccc1)N1CCOCC1 (configuration not stated)
[3] Cc1ccc2nc(-c3ccncc3)cc(C(=O)Nc3ccncc3)c2c1
[4] CC(C)(CN1CCCC1)NC(=O)C1CCC(=O)N(CCCN2CCOCC2)C1 (configuration not stated)
[5] COc1ccc(NC2=NCCC(=O)N2Cc2cccs2)cc1
[6] Nc1nonc1C(=Nc1ccc(Br)cc1)NO
[7] CCc1nc(N2CCN(CC(=O)NCC3CCCO3)CC2)c(C#N)c2c1COC(C)(C)C2 (configuration not stated)
[8] O=C(CSc1nc(-c2ccco2)cc(C(F)(F)F)n1)N1CCN(c2ccc(Cl)cc2)CC1

assay / compound	1	2	3	4	5	6	7	8
PhoP inhibition	5%	1%	-2%	0%	-3%	7%	-4%	-7%
HIV peptide binding	-0.6%	-0.6%	1.5%	1.7%	-0.7%	-2.0%	3.8%	0.6%
MgcRacGAP inhibition	6%	3%	4%	11%	-3%	9%	22%	9%
GPR55 antagonists	-7%	1%	-13%	4%	2%	-10%	-4%	18%
NTR1 ag	-0.3	-0.2	0.2	1.3	-2.1	15	1.7	2.7
NTR1 ag cell count 20 µM	46	57	41	50	70	79	53	23
GPR35 arrestin U2OS	-2%	-7%	-15%	-2%	11%	16%	9%	3%
Myeloid diff 2	i	i	i	i	i	i	?	i
Myeloid diff 2 GFP+ MAC1+ %	0.1	0.2	0.7	3.0	1.6	0.9	·	1.2
LYP phosphatase	-3%	-2%	-2%	-9%	-6%	-13%	-8%	3%
Siah-1 displacement	-2%	3%	4%	-4%	-1%	-1%	8%	1%

[9] CCc1nnc(NC(=O)c2ccc(COc3cccc(C)c3)o2)s1
[10] CC1CCCC(C)N1/N=C/c1ccccc1C(=O)O (configuration not stated)
[11] Cc1nc(NC(=S)NC(=O)c2ccccc2)sc1C(=O)N(C)C
[12] CC1CC(C)CN(CC(=O)c2cccs2)C1 (configuration not stated)
[13] c1ccc2cc(CNCc3cccc4ccccc34)ccc2c1
[14] Cc1ccc(CC(=O)Nc2nncs2)cc1
[15] COc1ccc(CN(CC(=O)NCc2ccc(F)cc2)C(=O)c2csnn2)cc1
[16] Cn1ccc(-c2ccccc2)n1

assay / compound	9	10	11	12	13	14	15	16
PhoP inhibition	-3%	5%	-12%	0%	2%	3%	-3%	4%
HIV peptide binding	2.3%	-0.9%	1.5%	-1.4%	-0.5%	3.1%	0.1%	0.2%
MgcRacGAP inhibition	2%	10%	8%	-5%	13%	5%	7%	8%
GPR55 antagonists	-3%	-9%	6%	-9%	-9%	-3%	-22%	11%
NTR1 ag	-1.4	1.1	0.8	0.8	2.3	0.7	-0.1	-1.1
NTR1 ag cell count 20 µM	35	66	64	62	50	97	50	29
GPR35 arrestin U2OS	-6%	12%	2%	-13%	-1%	-1%	6%	2%
Myeloid diff 2	i	i	i	i	i	i	i	i
Myeloid diff 2 GFP+ MAC1+ %	0.0	0.2	1.0	0.6	0.9	0.3	0.3	0.7
LYP phosphatase	2%	-2%	-10%	-3%	-11%	-2%	-10%	-5%
Siah-1 displacement	0%	0%	1%	2%	-5%	12%	-6%	-3%

Single records, from the list above. Screens in order: PhoP inhibition, HIV peptide binding, MgcRacGAP inhibition, GPR55 antagonists, NTR1 ag, NTR1 ag cell count 20 µM, GPR35 arrestin U2OS, Myeloid diff 2, Myeloid diff 2 GFP+ MAC1+ %, LYP phosphatase, Siah-1 displacement
Cc1ccccc1C(=O)Nc1nnc(-c2ccco2)s1 in the list: 5%, -0.6%, 6%, -7%, -0.3, 46, -2%, i, 0.1, -3%, -2%
O=C(CSc1nc(-c2ccco2)cc(C(F)(F)F)n1)N1CCN(c2ccc(Cl)cc2)CC1 in the list: -7%, 0.6%, 9%, 18%, 2.7, 23, 3%, i, 1.2, 3%, 1%
CC1CCCC(C)N1/N=C/c1ccccc1C(=O)O (configuration not stated) in the list: 5%, -0.9%, 10%, -9%, 1.1, 66, 12%, i, 0.2, -2%, 0%
Nc1nonc1C(=Nc1ccc(Br)cc1)NO in the list: 7%, -2.0%, 9%, -10%, 15, 79, 16%, i, 0.9, -13%, -1%
CCc1nc(N2CCN(CC(=O)NCC3CCCO3)CC2)c(C#N)c2c1COC(C)(C)C2 (configuration not stated) in the list: -4%, 3.8%, 22%, -4%, 1.7, 53, 9%, ?, ·, -8%, 8%

Continuation.
[17] O=C(CSc1n[nH]c(=O)n1C1CC1)Nc1ccc(Cl)c(Cl)c1
[18] Nc1nc(SCC(=O)Nc2ccc(Oc3ccccc3)cc2)n[nH]1
[19] CCC(C(=O)NCc1cccc(C)c1)n1nc(C)c2c(C)n(-c3ccccc3)nc2c1=O (configuration not stated)
[20] Cc1ccccc1-c1nc(CS(=O)(=O)CC(=O)N2CCN(C)CC2)c(C)o1
[21] CCCc1nn2c(=O)c(C(c3cccc(Cl)c3)c3c(O)nc4sc(CCC)nn4c3=O)c(O)nc2s1
[22] Cc1c(C(=O)NCCSCc2ccccc2)cccc1[N+](=O)[O-]
[23] CCOC(=O)C1(CCCc2ccccc2)CCN(Cc2ccn[nH]2)CC1
[24] Cc1ccc2c(c1)C(O)(C1COC(C)(C)CC1=O)C(=O)N2C (configuration not stated)

assay / compound	17	18	19	20	21	22	23	24
PhoP inhibition	-8%	-15%	10%	-10%	23%	4%	-1%	·
HIV peptide binding	1.4%	-2.2%	-0.6%	0.7%	12%	-0.2%	-1.9%	1.2%
MgcRacGAP inhibition	-2%	10%	7%	6%	9%	-4%	1%	-20%
GPR55 antagonists	3%	9%	-6%	5%	1%	2%	18%	-22%
NTR1 ag	0.4	0.5	-0.4	0.5	29	0.5	-1.1	-0.1
NTR1 ag cell count 20 µM	74	54	83	58	80	41	88	79
GPR35 arrestin U2OS	4%	18%	-10%	3%	-6%	12%	-2%	-1%
Myeloid diff 2	i	i	i	i	i	i	i	i
Myeloid diff 2 GFP+ MAC1+ %	0.3	0.3	3.9	5.1	0.9	0.0	0.2	0.8
LYP phosphatase	2%	8%	-10%	-16%	-5%	-2%	-4%	-6%
Siah-1 displacement	-1%	-4%	-6%	-1%	-6%	2%	7%	2%

[25] COc1cc(Nc2c3c(nc4ccccc24)CCC3)cc(OC)c1OC
[26] COc1cccc(CN(C)CC(=O)Nc2ccccc2N2CCOCC2)c1OC
[27] COc1cccc(C(=O)CSc2nnc(CNS(C)(=O)=O)n2-c2ccc(C)cc2)c1
[28] COC(=O)c1ccc(NC(=O)N2CCOCC2)cc1
[29] COc1cc(OC)cc(C(=O)NC(C)c2cnn(-c3ccccc3C)c2C)c1 (configuration not stated)
[30] COc1ccc(N(CC(O)CN2C(=O)NC(C)(C)C2=O)S(=O)(=O)c2ccccc2)cc1 (configuration not stated)
[31] CCc1nnc(NC(=O)c2cc(OC)c(OC)cc2[N+](=O)[O-])s1
[32] COc1ccc(-c2nnn(CC(=O)N(C3CCCC3)C(C)C(=O)NC3CCCC3)n2)cc1OC (configuration not stated)

assay / compound	25	26	27	28	29	30	31	32
PhoP inhibition	0%	4%	-2%	3%	-4%	0%	-6%	-3%
HIV peptide binding	0.0%	-2.2%	4.0%	0.0%	-2.0%	-0.2%	-1.2%	0.4%
MgcRacGAP inhibition	·	8%	16%	4%	3%	-1%	-1%	-5%
GPR55 antagonists	-17%	5%	9%	0%	21%	4%	2%	-2%
NTR1 ag	1.6	0.4	·	1.0	-0.2	-1.5	1.7	0.6
NTR1 ag cell count 20 µM	96	49	·	51	82	74	39	86
GPR35 arrestin U2OS	9%	0%	26%	0%	-9%	-8%	4%	8%
Myeloid diff 2	?	i	i	i	i	i	i	i
Myeloid diff 2 GFP+ MAC1+ %	·	0.4	0.7	1.6	0.2	2.0	0.2	3.6
LYP phosphatase	0%	-8%	-6%	-8%	-7%	-6%	1%	-7%
Siah-1 displacement	-4%	-8%	-1%	2%	-1%	1%	-5%	1%

[33] COc1ccc(OC)c(C2=NS(=O)(=O)N(C)C(C(=O)NCc3ccco3)=C2)c1
[34] Cc1ccc(C=Nc2cc([N+](=O)[O-])ccc2C)s1
[35] O=C(Nc1ccccc1N1CCCCC1)c1cccc(F)c1
[36] Cc1cc(N2CCOCC2)nc(NCc2ccccc2)n1
[37] O=C(NCCN1CCN(c2ccccc2)CC1)Nc1ccc(Cl)cc1
[38] CSCCC(NC(=O)c1ccccc1Br)C(=O)N1CCCCCCC1 (configuration not stated)
[39] COc1ccc(-n2c(COc3ccc(C)cc3)nnc2SCc2ccc(C#N)cc2)cc1
[40] O=C(COC(=O)C1CCN(S(=O)(=O)c2ccc3c(c2)OCCO3)CC1)NC1CCS(=O)(=O)C1 (configuration not stated)
[41] CN(C(=O)CSc1nncn1C)C1CCCN(Cc2ccccc2F)C1 (configuration not stated)

assay / compound	33	34	35	36	37	38	39	40	41
PhoP inhibition	-4%	2%	2%	20%	13%	-7%	3%	-4%	-4%
HIV peptide binding	2.6%	-0.7%	-2.3%	-1.9%	-0.9%	·	0.6%	·	-1.0%
MgcRacGAP inhibition	9%	7%	6%	9%	·	13%	4%	5%	3%
GPR55 antagonists	-5%	-6%	7%	-4%	0%	·	20%	·	-8%
NTR1 ag	-0.6	-1.7	1.6	0.7	1.1	0.0	5.4	2.7	·
NTR1 ag cell count 20 µM	60	58	88	45	51	86	61	51	·
GPR35 arrestin U2OS	-4%	5%	4%	-7%	1%	·	3%	·	-17%
Myeloid diff 2	i	i	i	i	i	i	i	i	i
Myeloid diff 2 GFP+ MAC1+ %	2.7	0.8	0.9	8.7	0.4	0.9	10	1.0	0.9
LYP phosphatase	-4%	-10%	1%	-12%	-8%	·	0%	·	-4%
Siah-1 displacement	-3%	2%	6%	1%	-7%	·	3%	·	-1%
